Screening results: PubChem, National Center for Advancing Translational Sciences (NCATS)
AmpC detergent: blocks E. coli AmpC beta-lactamase in detergent assay. AID 485294. Potency, µM (doses to about 114 µM), for the others: at the top dose activity change, negative = inhibition, most hits filed as inhibitors. 370,000 compounds, 0.041% hits. P00811. AmpC hydrolysis of nitrocefin, absorbance 480 nm, 0.01% Triton;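 also: potency is read from the fitted curve at half-maximal effect; 0% = no-compound wells and -100% = no-enzyme wells; nearly all actives have a fitted effect of over 25% in size; some results filed as inactive show a strong effect at the top dose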
Target sequence (P00811 whole entry, looked up): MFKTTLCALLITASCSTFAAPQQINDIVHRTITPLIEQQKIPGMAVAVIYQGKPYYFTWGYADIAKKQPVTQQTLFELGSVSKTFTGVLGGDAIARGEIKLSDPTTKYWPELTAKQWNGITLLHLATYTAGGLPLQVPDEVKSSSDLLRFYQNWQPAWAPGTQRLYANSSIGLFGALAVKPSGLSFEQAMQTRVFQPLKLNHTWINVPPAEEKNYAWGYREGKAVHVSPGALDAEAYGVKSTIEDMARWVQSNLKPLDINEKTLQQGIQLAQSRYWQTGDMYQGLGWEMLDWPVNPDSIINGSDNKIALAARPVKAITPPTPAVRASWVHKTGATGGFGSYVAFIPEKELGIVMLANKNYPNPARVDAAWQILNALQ
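AmpC (5.3 nM in the dispensed reagent) in 20 mM phosphate pH 7.0 with 0.01% (detergent screen) or 0.0001% Triton X-100 was preincubated with compounds for 15 min at room temperature. Nitrocefin was then added from an 800 uM solution, and hydrolysis was followed at 480 nm.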
AmpC no deterg: inhibitors of E. coli AmpC beta-lactamase without detergent | AmpC nitrocefin hydrolysis, absorbance 480 nm, 0.0001% Triton | Potency, µM (titrated, usually from 57.1 µM), for inactives: at the top dose activity change, negative = inhibition, usual class: inhibitors | 330,000 compounds, 0.52% hits | AID 485341;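 also: potency is read from the fitted curve at half-maximal effect; plate controls were no compound for no effect and no enzyme for full effect; nearly all actives have a fitted effect of over 20% in size; some results filed as inactive show a strong effect at the top dose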
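AmpC (5.3 nM in the dispensed reagent) in 20 mM phosphate pH 7.0 with 0.01% (detergent screen) or 0.0001% Triton X-100 was preincubated with compounds for 15 min at room temperature. Nitrocefin was then added from an 800 uM solution, and hydrolysis was followed at 480 nm.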
AMA1-RON2 inh: AMA1-RON2 (P. falciparum) interaction inhibition; AlphaScreen AMA1-biotinylated RON2 peptide binding; Potency, µM (top dose mostly 58.2 µM), without a hit: at the highest dose activity change, negative = inhibition, usual class: inhibitors; 360,000 compounds, 0.2% hits; AID 720542;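 also: potency is read from the fitted curve at half-maximal effect; 0% = vehicle wells and -100% = peptide control; nearly all actives have a fitted effect of over 45% in size; some results filed as inactive show a strong effect at the top dose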
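AMA1 (3D7) with his tag at 25 nM final met compounds first, then biotinylated RON2 peptide at 25 nM; detection used donor plus acceptor beads, 10 µg/mL apiece, read by AlphaScreen after 30 min at room temperature.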
CHX counter: counter-screen hit for Shiga toxin inhibitors, cycloheximide; AID 2314; cell reporter, cycloheximide protein synthesis inhibition counterscreen; max response, %; 300,000 compounds, 12% hits; in the data active = max response mostly above about 13%, no sharp cut-off; inactive = mostly below about 14%; also: read at 38.3 µM for the half of the compounds with a filed dose; 0% is about no effect
Shiga toxin inh: Shiga toxin inhibition; AID 2315; 290,000 compounds, 9.2% hits; Vero cells, Shiga toxin protein synthesis inhibition reporter; inhibition, % at 38.7 µM; in the data active = inhibition mostly above about 28%, no sharp cut-off; inactive = mostly below about 43%; also: 0% is about no effect
Giardia FBPA inh: inhibitors of Giardia lamblia fructose-1,6-bisphosphate aldolase. Potency, µM (series often up to 59.6 µM), without a hit: top-dose activity, negative = inhibition, hits mostly inhibitors. purified Giardia FBPA. AID 2451. A8B2U2. 290,000 compounds, 0.71% hits; also: potency is read from the fitted curve at half-maximal effect; % is scaled to controls: 0 for no effect and ±100 for the full control effect; nearly all actives have a fitted effect of over 55% in size
Target sequence (A8B2U2 whole entry, looked up): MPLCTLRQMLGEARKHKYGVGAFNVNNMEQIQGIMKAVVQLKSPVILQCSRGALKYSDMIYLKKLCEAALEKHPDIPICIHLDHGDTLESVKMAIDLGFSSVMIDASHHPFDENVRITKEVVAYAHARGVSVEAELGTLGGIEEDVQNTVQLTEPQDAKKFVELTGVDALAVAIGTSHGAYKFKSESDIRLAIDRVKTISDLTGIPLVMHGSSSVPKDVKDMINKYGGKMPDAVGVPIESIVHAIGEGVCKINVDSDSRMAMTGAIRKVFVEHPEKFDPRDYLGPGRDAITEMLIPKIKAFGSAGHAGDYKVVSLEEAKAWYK
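40 nM FBPA preincubated 10 min at RT with compound (up to 57.5 uM final), then substrate plus GAPDH/TPI/NAD/arsenate coupling and diaphorase/resazurin added. Fluorescence read after 20 min at RT, 525/598 nm.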
HCMV antiviral: inhibitors of human cytomegalovirus | HFF cells, HCMV-luciferase reporter, 72 h; active compounds read low | activity change, negative = inhibition, % at 57.5 µM | 410,000 compounds, 4.5% hits | AID 1259415; in the data active = activity change below about -60%; inconclusive = no clear call, values can overlap the other calls; inactive = above about -39%; also: % is scaled to controls: 0 for no effect and ±100 for the full control effect
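Steps: HFFs plated, 16 h 37C; compounds added; HCMV-luciferase added to MOI 1 PFU/cell; 72 h 37C; OneGlo reagent, 5 min room temperature; luminescence read, normalized to controls.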
Starred values were filed as active, the others as inactive; u = inconclusive; x = no result given; & = joins results of further samples; [ ] = remark or other dose. Unless noted, calls follow the shape of the dose curve; as a rule, active = well fitted curve in the direction sought with a large enough effect; inconclusive = small, poorly fitted or top-dose-only effect, or another doubt; inactive = no such curve, though single readings can be large; an effect the other way counts as inactive or inconclusive.

Every second line gives: AmpC no deterg	Giardia FBPA inh	HCMV antiviral	AMA1-RON2 inh	CHX counter	Shiga toxin inh	AmpC detergent
> Cc1ccc2nc(SC(C)C(=O)N3CC(C)OC(C)C3)[nH]c2c1 (stereo not drawn)
 : -4%	-7%	47	-2%	35	33	-10%
> Cc1ccc(O)c(CNc2cccc3cccnc23)c1
 : -32%	-22%	-40	89%[activator]	5	32	-5%
> Cc1ccc(NC2=NCCCS2)cc1Cl
 : 0%	5%	-36	9%	13	30	-17%
> Cc1ccc(CNC(=O)c2cc(C)nn2-c2ccccc2)cc1
 : -6%	3%	-18	18%	-3	12	-1%
> COC(=O)NNC(=O)c1ccccc1C
 : -9%	1%	15	2%	5	-17	-8%
> CCOC(Cn1c(SCC(=O)Nc2cc(C)on2)nc2ccccc2c1=O)OCC
 : 2%	-5%	-33	0%	-1	-6	u
> CCCn1nnnc1NCc1ccccc1OCC
 : -14%	6%	-16	0%	1	-5	-14%
> O=C(NCc1ccc(F)cc1)c1ccc(S(=O)(=O)N2CCCCC2)cc1
 : -39%	x	1	-8%	x	x	1%
> O=C(CO/N=C1\CCCc2nonc21)Nc1ccccc1Cl
 : -19%	4%	-31	0%	10	18	u
> COc1ccc(N2C(=O)CC(NCc3cccc(F)c3)C2=O)cc1 (stereo not drawn)
 : -5%	3%	85	-5%	-4	3	-20%
> Cc1cc(C(=O)Nc2cccc(C)c2C)n(-c2ccccc2)n1
 : -21%	-5%	-88*	-3%	24*	51*	-8%
> O=C(CN1C(=O)C2CC=CCC2C1=O)Nc1nc2ccccc2[nH]1 (stereo not drawn)
 : -20%	1%	u	53%[activator]	2	-5	1%
> CCCN(CCC)S(=O)(=O)c1ccc(C(=O)O)cc1
 : -10%	u	16	-5%	-6	14	-13%
> Cc1cc(NS(=O)(=O)c2ccc(NC(=O)CSc3nc4ncc(Cl)cc4[nH]3)cc2)nc(C)n1
 : -30%	-7%	0	2%	1	3	-5%
> O=C1C=Cc2ccccc2C1=O
 : u	3.5µM*	x	x	16	23	0%
> O=C1C(=O)N(C2CCCC2)C(=O)N1Cc1c(F)cccc1Cl
 : -14%	-2%	-7	6%	-4	23	2%
> Cc1ccc(C(=O)NC(=S)NNC(=O)COc2ccccc2C)cc1
 : -24%	7%	46	82%[activator]	10	24	-6%
> COC(=O)C1=C(N)c2c(F)cccc2C1(C#N)c1ccc(F)cc1 (stereo not drawn)
 : -5%	-6%	-31	-3%	-1	-2	u
> Cc1ccccc1OCc1nnc(SCC(=O)Nc2ccc3c(c2)OCO3)n1C
 : -2%	-4%	19	1%	1	-4	u
> NC(=O)Cn1c(=O)n(Cc2ccco2)c(=O)c2c3c(sc21)CCCCC3
 : -7%	-9%	-21	-29%	-2	11	3%
> CCOc1ccccc1NC(=O)CCn1nc(C)c(S(=O)(=O)N2CCCCC2)c1C
 : 67%[activator]	-8%	-23&-1	-8%	-5	-10	-6%&-11%
> COc1cc(C2N(c3cc(C)on3)C(=O)C3CCCN32)cc(OC)c1OC (stereo not drawn)
 : -6%	-6%	54	13%	-1	-15	-16%
> COc1ccc(N2C(=O)CC(N3CCC(O)(c4ccc(Br)cc4)CC3)C2=O)cc1 (stereo not drawn)
 : 23%	7%	15	13%	-3	-8	4%
> CC(=O)N1CCN(C(=O)c2cc(-c3ccc(Cl)s3)nc3ccccc23)CC1
 : 269%[activator]	x	5	-6%	x	x	u
> COc1cc(NC(=O)Cn2cnc(C(=O)Nc3ccc(C)c(C)c3)n2)cc(OC)c1OC
 : -19%	x	20	-5%	x	x	x
> Cc1nc(SCC(=O)Nc2ccnc3ccccc23)n[nH]1
 : -24%	1%	-22	14%	-2	-18	u
> Clc1ccc(C2=Nn3c(nnc3-c3cccnc3)SC2)s1
 : -23%	-1%	3	-5%	2	1	-11%
> O=S(=O)(Cc1ccccc1Cl)NCc1ccccc1
 : -5%	6%	u	1%	10	-22	9%
> Clc1ccccc1Cn1nnc2c(NCC3CC3)ncnc21
 : -17%	0%	24	8%	17	22	u
> COc1cc(OC)c(OC)cc1CNC(=O)CCN1C(=O)c2cccc([N+](=O)[O-])c2C1=O
 : -2%	-12%	17	-6%	-11	-5	-1%
> S=C(NCCCc1ccccc1)NC1CCCCC1
 : -31%	u	u	12%	47*	71*	0%
> Cn1c(SCc2cccc(Br)c2)nc2ccccc2c1=O
 : -20%	-2%	-30	13%	1	-5	-2%
> COc1ccccc1Nc1nc(-c2sc(NC(=O)c3ccccc3)nc2C)cs1
 : -26%	1%	-31	22%	9	26	-6%
> CC(C)c1ccc(NC(=O)CSc2nc(-c3ccccc3F)nc3nc[nH]c23)cc1
 : -40%	4%	-19	-6%	-3	-10	3%
> CC(=O)c1cccc(NC(=O)CCN2C(=O)C3C4CCC(C4)C3C2=O)c1 (stereo not drawn)
 : -1%	x	x	-13%	8	-26	4%
> CC(C)(C)OC(=O)NCCCC[C@@H](C(=O)NCCCCCCCCCCC(=O)N1CCN(C(=O)OC(C)(C)C)CC1)n1cc(CCO)nn1
 : 191%[activator]	x	-21	13%	x	x	u
> CCC(=O)Nc1ccc(NC(=O)CSc2nnnn2-c2ccc3c(c2)OCCO3)cc1
 : -10%	4%	u	0%	-2	2	-1%
> CCOC(=O)CSc1nc(C(C)C)nc2sc(C)c(C)c12
 : 12%	0%	-34	20%	12	2	2%
> Cc1ccccc1-c1nc(CS(=O)CC(=O)NCc2ccccn2)c(C)o1 (stereo not drawn)
 : 10%	7%	-13	49%[activator]	-7	-9	u
> O=P1(Nn2cnnc2)C=C(c2ccccc2)OC(c2ccccc2)=C1
 : 2%	2%	-7	9%	-2	-16	-3%
> CC(=O)Nc1ccc(S(=O)(=O)N2CCc3c(Cl)cccc3C2)cc1
 : -3%	3%	-67*	17%	-4	-9	u
> C/C(=N\NC(=O)c1ccccc1)c1c(O)n(C2CCCCC2)c(=O)[nH]c1=O
 : -44%	x	-37	84%[activator]	41*	67*	2%
> CC1CN(S(=O)(=O)c2cccc(C(=O)OCC(=O)NCc3ccccc3)c2)CC(C)O1 (stereo not drawn)
 : 11%	x	-3	1%	x	x	u
> C#CCN1C(=O)C(O)(CC(=O)/C=C/C=C/c2ccccc2)c2ccccc21 (stereo not drawn)
 : -17%	-4%	-4	5%	2	5	-3%
> COCCCNC(=O)C(=O)NC1CCCCC1C (stereo not drawn)
 : 1%	6%	11	-2%	2	-14	0%
> O=C(Nc1ncccc1O)c1ccc(Cl)c(S(=O)(=O)N2CCCCC2)c1
 : -27%	x	-6	63%[activator]	x	x	-12%
> O=[N+]([O-])c1ccccc1S(=O)(=O)Oc1ccc(C(=S)N2CCOCC2)cc1
 : -27%	4%	-3	-5%	10	-13	u
> COc1cccc(CNC(=O)CCNS(=O)(=O)c2cccc3nonc23)c1
 : -2%	-3%	1	-6%	-2	-6	-2%
> NC(=S)N/N=C/c1ccc(-c2ccccc2)o1
 : -39%	-11%	6	89%[activator]	24*	36*	u
> COc1cccc(CC(=O)N2CCN(Cc3cccc(Cl)c3)CC2)c1
 : 126%[activator]	-5%	18	-28%	-2	-1	u
> Cc1cccc(OCC(=O)NCC(=O)N/N=C/c2ccccc2)c1
 : -11%	u	7	0%	-3	-2	-11%
> CCOC(=O)C1(c2ccccc2)CCN(CC(=O)Nc2cccc3ccccc23)CC1
 : 51%	-4%	10	-20%	-6	-24	u
> CCC(CO)NC(=O)c1cccc(S(=O)(=O)N2c3ccccc3CC2C)c1 (stereo not drawn)
 : 19%	0%	17	6%	-6	-7	-20%
> Cc1cc(S(=O)(=O)N2CCCC2)ccc1OCC(=O)N1CCCCC1
 : 8%	x	1	-1%	-3	19	-1%
> CCC(=O)N1c2ccc(S(=O)(=O)N3CCOCC3)cc2CC1C (stereo not drawn)
 : -7%	x	6	-1%	0	-14	1%
> COc1ccc(C(CNC(=O)c2cccc(NS(=O)(=O)c3ccc(C)c(F)c3)c2)N(C)C)cc1 (stereo not drawn)
 : 1%	x	0	94%[activator]	x	x	-13%
> O=C(CNC(=S)N(Cc1ccccc1)Cc1ccccc1F)NCCc1ccc(Cl)cc1
 : -6%	-9%	19	-23%	3	0	u
> Nc1ccccc1SC1CC(=O)N(Cc2ccccc2)C1=O (stereo not drawn)
 : -13%	2%	-1	0%	-4	-12	8%
> C[C@@H]1CC[C@H]2[C@H](C)[C@H]3CC[C@@]4(O)[C@@H]5CC(=O)[C@H]6CC(=O)CC[C@]6(C)[C@H]5C[C@H]4[C@@H]3CN2C1
 : x	0%	x	x	-9	-9	x
> C/C(=N/NC(=O)c1ccc2c(c1)OCO2)c1cccc(NC(=O)C(C)(C)C)c1
 : -16%	2%	106	38%[activator]	21	60	-17%

Going on with the list.
Every second line gives: AmpC no deterg	Giardia FBPA inh	HCMV antiviral	AMA1-RON2 inh	CHX counter	Shiga toxin inh	AmpC detergent
> Cc1ccc(-c2nn(-c3ccccc3)cc2C(=O)NCCCN2CCOCC2)cc1
 : 189%[activator]	x	9	15%	16*	36	4%
> COc1cc(NC(=O)NCC2CCN(Cc3ccc(C)cc3)CC2)cc(OC)c1OC
 : -9%	8%	47&6	-7%	-3	20	1%&12%
> CCCn1nc(C(=O)OCC(=O)Nc2ccc(C)cc2)c2ccccc2c1=O
 : -5%	x	-26	-4%	x	x	x
> CC1(c2ccc(Cl)cc2)NC(=O)N(CC(=O)NCCC2=CCCCC2)C1=O (stereo not drawn)
 : -4%	x	-17	5%	x	x	u
> Fc1cc(Br)ccc1Nc1nc2ccccc2n2nnnc12
 : -18%	1%	-73*	49%[activator]	27*	42*	u
> CCOC(=O)n1c(SCC(=O)N(CC)CC)nc2ccccc21
 : 24%	8%	-14	-4%	0	-11	-1%
> COc1ccc(N(CC(=O)NCc2ccccc2Cl)S(=O)(=O)c2c(C)n[nH]c2C)cc1
 : 42%	x	1	3%	-2	-1	2%
> CC1CCN(C(=O)COC(=O)c2cc([N+](=O)[O-])ccc2N2CCOCC2)CC1
 : 2%	x	-16	5%	x	x	-2%
> C[C@H]([C@H](C)N1CC(=O)NC(=O)C1)N1CC(=O)NC(=O)C1
 : x	u	x	x	-5	16	x
> CCOC(=O)C1=C(c2ccccc2)OC(N)=C(C#N)C1c1ccncc1 (stereo not drawn)
 : -20%	-9%	23	5%	11	10	-4%
> CCOc1ccc(NC(=O)CN(C)C(=O)CSCc2c(C)noc2C)cc1OCC
 : -4%	x	-9	-4%	x	x	u
> COc1ccc(-c2noc(CCC(=O)Nc3cc(OC)ccc3OC)n2)cc1
 : 13%	-10%	-10	-12%	-2	-8	-16%
> CC(OC(=O)CCc1nc2ccccc2c(=O)[nH]1)C(=O)Nc1ncc(Cl)cc1Cl (stereo not drawn)
 : -18%	3%	-1	12%	-4	21	2%
